Screens as filed in PubChem.
DNMT1 inh: blocks human DNA methyltransferase DNMT1. P26358. DNMT1 molecular beacon, Hinp1I cleavage, fluorescence. inhibition (reported as % activation of signal), % at 10 µM. hit rate 0.83% among 360,000; in the data active = inhibition above about 50%
STEP inh: blocks human striatal-enriched tyrosine phosphatase; P54829; recombinant STEP, OMFP fluorogenic substrate, fluorescence; inhibition, % at 20 µM; hit rate 0.25% among 360,000;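 active = inhibition at 20 µM, scaled per plate between control wells, above about 37%, limit read from the data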;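 note: 0% = DMSO with enzyme and substrate and 100% = substrate only without enzyme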
Target sequence (P54829 whole entry, looked up): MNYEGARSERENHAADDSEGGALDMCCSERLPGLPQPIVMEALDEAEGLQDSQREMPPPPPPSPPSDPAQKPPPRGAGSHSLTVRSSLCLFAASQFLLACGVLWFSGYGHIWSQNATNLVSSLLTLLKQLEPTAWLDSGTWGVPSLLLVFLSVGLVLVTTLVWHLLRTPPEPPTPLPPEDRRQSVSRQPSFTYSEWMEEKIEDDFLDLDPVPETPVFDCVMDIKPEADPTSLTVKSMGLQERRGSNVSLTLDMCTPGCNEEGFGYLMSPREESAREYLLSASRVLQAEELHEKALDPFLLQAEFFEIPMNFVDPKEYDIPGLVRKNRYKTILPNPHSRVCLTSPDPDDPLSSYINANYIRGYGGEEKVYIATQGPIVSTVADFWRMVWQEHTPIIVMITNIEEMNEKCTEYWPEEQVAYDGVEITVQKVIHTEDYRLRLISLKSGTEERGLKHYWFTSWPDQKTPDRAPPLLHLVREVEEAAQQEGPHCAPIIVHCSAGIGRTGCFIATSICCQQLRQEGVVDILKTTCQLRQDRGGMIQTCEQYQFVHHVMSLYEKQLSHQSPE
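Assay system: isolated STEP enzyme. Buffer or medium: pH 6.0 Bis-Tris with DTT and Tween 20. Also added: fluorogenic phosphatase substrate OMFP at 25 µM final. Dosing: 20 µM, 1% DMSO. Timing: 20 min reaction, room temperature, in the dark. Measured by: fluorescence intensity, excitation 480 nm, emission 540 nm. Evaluation: normalized % inhibition.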
Rpn11 inh: Rpn11 (human) deubiquitinase inhibition. hit rate 0.59% among 360,000. calls only at 20 µM. O00487. AID 588493. human 26S proteasome, Ub4-pepOG fluorescence polarization; 20S core pre-blocked with epoxomicin;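 active = inhibition at 20 µM, scaled to each plate's controls, above about 33%, limit read from the data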
Target sequence (O00487 whole entry, looked up): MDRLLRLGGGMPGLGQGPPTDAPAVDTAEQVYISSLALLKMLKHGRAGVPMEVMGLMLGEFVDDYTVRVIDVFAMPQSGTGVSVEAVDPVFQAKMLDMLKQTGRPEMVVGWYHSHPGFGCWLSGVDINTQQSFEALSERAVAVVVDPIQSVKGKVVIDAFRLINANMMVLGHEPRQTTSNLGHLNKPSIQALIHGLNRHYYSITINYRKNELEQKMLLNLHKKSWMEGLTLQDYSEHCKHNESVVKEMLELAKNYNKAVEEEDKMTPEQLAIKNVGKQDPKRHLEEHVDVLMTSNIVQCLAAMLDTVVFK
NadD block: blocks S. aureus nicotinate mononucleotide adenylyltransferase; purified NadD enzyme, colorimetric absorbance read-out; hit rate 0.78% among 360,000; inhibition, % at 20 µM; in the data active = inhibition above about 26%; note: some compounds past the cut are filed as inactive
SKN-1 block: blocks SKN-1 activity in C. elegans | C. elegans VP596 Pgst-4::GFP/RFP ratio, acrylamide-induced, 24 h | inhibition, % at 21.8 µM | hit rate 0.49% among 360,000;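 active = interference check ratio from 0.5 to 1.5 plus GFP to RFP signal ratio inhibition reaching or exceeding a fixed threshold, cut at about 30% in these data, passing the limit was not always enough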; note: some compounds called inactive have numbers as strong as hits
NRP1-CendR mod: modulators of CendR peptide binding to human neuropilin-1; O14786; FAM-RPARPAR peptide binding to NRP-1, fluorescence polarization; inhibition, % at 25 µM; hit rate 0.85% among 360,000; AID 602438;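 active = inhibition or corrected inhibition above about 18%, plus a signal ratio from 0.5 to 1.5, limit read from the data, passing the limit was not always enough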; note: strong numbers were not always called active
SUMO1 PPI mod: SUMO1-SIM interaction modulation | P63165 | SUMO1 binding to a labelled peptide, TR-FRET, 1 h | inhibition, % at 20 µM | hit rate 0.33% among 360,000; in the data active = inhibition above about 37%
Target sequence (P63165 whole entry, looked up): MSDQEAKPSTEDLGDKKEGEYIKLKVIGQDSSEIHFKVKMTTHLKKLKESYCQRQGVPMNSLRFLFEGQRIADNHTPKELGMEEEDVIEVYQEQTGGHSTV
LMPTP inh: blocks human LMPTP phosphatase | P24666 | recombinant LMPTP-A, OMFP fluorogenic substrate, fluorescence intensity | inhibition, % at 20 µM | hit rate 0.22% among 360,000 | AID 651560;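 active = compounds that cut the enzyme signal by at least half of the control window in the single-dose screen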;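 note: plate controls were DMSO wells with enzyme plus substrate for no effect and substrate without enzyme for full effect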
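Buffer or medium: Bis-Tris pH 6.0, DTT, detergent; Assay system: LMPTP-A enzyme; Quantity: 0.625 nM enzyme; Detection: endpoint fluorescence intensity; Times: 50 min dark incubation at room temperature; Controls: substrate-only low control, DMSO enzyme-plus-substrate high control; Doses: single 20 µM dose; Read-out: percent inhibition versus substrate-only and uninhibited controls; Reagent: 400 µM OMFP.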
MT1-MMP act inh: inhibitors of human MT1-MMP activation; hit rate 0.061% among 360,000; AID 651647; HT1080 RFP-PRO-GFP cells, GFP/RFP ratio fluorescence, overnight; percent of plate control window, DMSO zero; P50281; GFP/RFP ratio change, % at 20 µM;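 active = GFP/RFP ratio change of at least 30% with cell ATP level not reduced by more than half and red fluorescence within 50% of control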; note: strong numbers were not always called active
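Assay system: HT1080 RFP-PRO-GFP cells | Dosing: 20 µM single dose, 1% DMSO | Incubation: Cells overnight before dosing, compound overnight, 37 °C, 5% CO2 | Evaluation: GFP/RFP fluorescence ratio | Control set: DMSO-only wells and HT1080 RFP-L50D-GFP cell wells as references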
Scp-1 inhibitor: inhibitors of human Scp-1 phosphatase | Recombinant Scp1, phosphopeptide, malachite green phosphate absorbance | inhibition, % at 20 µM | hit rate 0.88% among 340,000;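 active = inhibition above about 50% at 20 µM, limit read from the data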;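 note: plate controls were DMSO wells with enzyme for no effect and wells lacking enzyme for full effect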
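assay system = SCP-1 phosphatase catalytic domain, residues 76-261 | buffer or medium = 50 mM Tris acetate pH 5.5, 0.005% Tween-20, 10 mM MgCl2 | incubation = enzyme reaction 45 min at room temperature, colour 5 min, stabilisation 30 min | signal = Phosphate-binding colour reagent, absorbance read at 630 nm | measure = % inhibition at 20 µM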
Starred values were filed as active, the others as inactive; i = inactive; · = not tested or not shown; + = active, no number. Compounds as they come; 3.9% or so of the library scored in one or more.

SMILES	DNMT1 inh	STEP inh	Rpn11 inh	NadD block	SKN-1 block	NRP1-CendR mod	SUMO1 PPI mod	LMPTP inh	MT1-MMP act inh	Scp-1 inhibitor
Cc1nnc(NC(=O)Oc2ccccc2)s1	-1	0	i	-7	2	-5	-5	0.4	0	0
Cc1ccc2nc(CSc3nnc4ccccn34)cc(=O)n2c1	3	3	i	-6	0	0	-8	-0.7	-2	-9
Oc1ccc(C[C@H]2CN([C@@H](Cc3ccccc3)CN3CCC[C@@H]3CN3C(=S)NC[C@@H]3Cc3ccccc3)C(=S)N2CC2CCCCC2)cc1	-8	8	i	22	2	16	10	5.9	2	·
COC(=O)c1cc(O)cc(OC)c1Oc1cc(C)cc(O)c1C(=O)O	16	2	·	6	23	-13	44*	11	-2	58*
Cc1ccc(C(=O)N2CCCC2)cc1Br	0	1	i	0	22	3	-1	0.3	-2	1
Cc1cccc(C(=O)Nc2nnc(Cc3c[nH]c4ccccc34)s2)c1	-21	0	i	5	19	-4	-1	1.2	0	-6
Cc1ccccc1CN1CCC(CNC(=O)C2CCCN(c3ncnc4c3nc3n4CCCCC3)C2)CC1 (stereo not drawn)	-2	-1	i	-4	-2	-5	-1	0.7	2	-5
CCN(CCCNC(=O)CN(C)S(=O)(=O)c1cccc2nsnc12)c1ccccc1	-7	1	i	0	3	-4	-22	-0.9	-1	2
CCCCOC(=O)C1=C(C)N(C)C(=O)NC1c1cc2c(cc1Br)OCO2 (stereo not drawn)	4	0	i	1	8	-1	-3	0.3	-3	·
Cc1ccc2oc(C(=O)N3CCN(C)C[C@@H]3C(C)C)c(C)c2c1	2	-2	i	-5	8	1	1	-0.9	2	-4
COc1cc(/C=C(/C#N)c2ccc(F)cc2)ccc1Oc1ccc([N+](=O)[O-])cn1	1	2	i	-4	-7	-1	-3	2.8	-11	-17
O=[N+]([O-])c1cc(S(=O)(=O)N2CCCC2)ccc1NCCCN1CCOCC1	2	-2	i	-7	-6	-1	-23	-1.3	4	-3
Cc1cc2nc(C)n(CCCNC(=O)Nc3cccc4ccccc34)c2cc1C	-1	-1	i	9	4	6	-8	2.0	6	2
COc1cc(CNn2nnnc2N)ccc1OCC(=O)NC(C)(C)C	0	-3	i	-3	-8	-10	-3	-1.2	5	-8
CC(=O)N1c2c(cc(Br)cc2S(=O)(=O)N2CCN(C(=O)c3ccco3)CC2)CC1C (stereo not drawn)	1	-1	i	2	8	2	4	-1.6	2	-4
Cc1nc(NC(=O)C2CCCC2)sc1Cc1ccc2c(c1)OCO2	0	-2	i	2	8	-3	2	1.3	4	1
O=C(Nc1cccc(NC(=O)c2ccccc2Cl)c1)c1ccco1	1	1	i	-3	6	-5	3	0.0	-2	-10
CCOc1ccc2c(c1)c(N=Nc1cccc(C(=O)O)c1)c(O)n2C	24	2	i	2	8	-3	0	2.7	5	-8
Cc1ccc(C(=O)n2cnc3ccccc32)cc1C	5	0	i	-1	8	11	-4	-0.6	-1	-7
O=S(=O)(Nc1ccc(Cc2ccncc2)cc1)c1ccc(Cl)s1	3	1	i	1	-3	-6	-1	0.6	-13	7
O=C(NC(C(=O)O)c1ccccc1)c1ccc(S(=O)(=O)N2CCOCC2)cc1 (stereo not drawn)	0	1	i	-6	-10	-3	3	-0.5	1	-8
COC(=O)c1cc(NCc2c(F)cccc2Cl)ccc1N1CCOCC1	-4	1	i	0	3	-1	-4	0.0	2	-3
CCc1nnc(NC(=O)CSc2nnc(-c3cc4ccccc4cc3O)n2CCOC)s1	2	1	i	11	10	3	0	-1.0	1	-5
COc1ccc(/C(O)=C/Sc2nnc(Cc3ccccc3)o2)cc1	-4	7	i	-5	10	5	-5	0.4	3	2
CCOc1ccc(S(=O)(=O)NCCC(=O)OCN2C(=O)c3ccccc3C2=O)cc1	-3	-1	i	-1	-3	12	-5	-1.4	-1	-10
Cc1cccc2sc(NC(=O)C3CCCN(S(=O)(=O)c4cccc5nonc45)C3)nc12 (stereo not drawn)	-4	-3	+	14	-1	-36	-3	0.7	-2	-3
COc1ccc(NC2=Nc3ccccc3N3C2=Nc2c(c(C)nn2-c2ccc(C)cc2)C3c2cccnc2)cc1 (stereo not drawn)	-11	-3	i	17	10	-18	-3	5.3	-23	9
COC(=O)c1cn(C(=O)c2ccc(C)cc2)c2ccccc12	-2	0	i	0	7	1	0	1.4	-2	-7
O=C(NC1CCCCC1)c1ccc(N2CCCC2=O)cc1	6	-4	i	-5	26	-3	24	-1.7	1	-5
Cc1ccc(/C=C/C(=O)Nc2cc(S(=O)(=O)N3CCOCC3)ccc2N2CCOCC2)cc1	6	4	i	-3	-3	10	-9	1.2	-1	-1
CC(Sc1nnc(C2CC2)n1C1CC1)C(=O)NCc1cccs1 (stereo not drawn)	1	8	i	-3	23	-6	1	-0.8	1	-4
COc1cccc(C(=O)Nc2ccc(C(=O)NCC3CCCO3)cc2)c1 (stereo not drawn)	1	-1	i	-4	-12	-4	-2	-0.2	1	-13
CCN(CC)c1ccc(NC(=O)Nc2cccc(C(C)=O)c2)cc1	-13	0	i	6	29	-3	0	0.6	6	1
CCOc1ccc(NC(=O)c2cc3ccccc3cc2OC)cc1	-3	-2	i	-4	-5	1	-3	0.1	12	-16
CC1C2Cn3c(nc4ccccc43)C1N(C(C)C)O2 (stereo not drawn)	5	-3	i	0	13	-6	3	-1.5	3	-2
CCOC(=O)N1CCC(NC(=O)CSCc2nc(-c3ccc(C)cc3)oc2C)CC1	-1	0	i	3	1	15	5	-1.3	3	-5

Profiles, looked up by structure. Screens in order: DNMT1 inh | STEP inh | Rpn11 inh | NadD block | SKN-1 block | NRP1-CendR mod | SUMO1 PPI mod | LMPTP inh | MT1-MMP act inh | Scp-1 inhibitor
Shown for CCOc1ccc(S(=O)(=O)NCCC(=O)OCN2C(=O)c3ccccc3C2=O)cc1 = -3 | -1 | i | -1 | -3 | 12 | -5 | -1.4 | -1 | -10
Shown for CCN(CC)c1ccc(NC(=O)Nc2cccc(C(C)=O)c2)cc1 = -13 | 0 | i | 6 | 29 | -3 | 0 | 0.6 | 6 | 1
Shown for CC(Sc1nnc(C2CC2)n1C1CC1)C(=O)NCc1cccs1 (stereo not drawn) = 1 | 8 | i | -3 | 23 | -6 | 1 | -0.8 | 1 | -4
Shown for CCOC(=O)N1CCC(NC(=O)CSCc2nc(-c3ccc(C)cc3)oc2C)CC1 = -1 | 0 | i | 3 | 1 | 15 | 5 | -1.3 | 3 | -5

Printed as active in SUMO1 PPI mod, of those listed so far:
SMILES | DNMT1 inh | Rpn11 inh | NadD block | SKN-1 block | NRP1-CendR mod | SUMO1 PPI mod | LMPTP inh | MT1-MMP act inh | Scp-1 inhibitor
COC(=O)c1cc(O)cc(OC)c1Oc1cc(C)cc(O)c1C(=O)O | 16 | · | 6 | 23 | -13 | 44* | 11 | -2 | 58*

(further entries)
SMILES	DNMT1 inh	STEP inh	Rpn11 inh	NadD block	SKN-1 block	NRP1-CendR mod	SUMO1 PPI mod	LMPTP inh	MT1-MMP act inh	Scp-1 inhibitor
CCNCc1ccc(OCc2cccs2)c(OCC)c1	0	0	i	-11	-4	-6	7	3.3	-5	-8
CCOc1ccc(NC(=O)C2CCCN(S(=O)(=O)c3c(C)nn(C)c3C)C2)cc1 (stereo not drawn)	-6	0	i	0	34*	-23	-8	-1.2	4	5
Cc1ccc2cc3c(nc2c1)N(Cc1ccco1)CC3	0	-2	i	6	14	-22	-2	5.1	1	-1
O=C(CN1CCN(Cc2ccccc2)CC1)N/N=C/C=C/c1ccco1	-3	3	i	-5	1	0	-8	2.4	1	-7
COc1ccc(NC(=O)Cn2c3ccccc3c3nc4n(c(=O)c32)CCS4)cc1	2	0	i	6	13	-21	-1	1.2	-3	-25
CC(NC(=O)CCNS(=O)(=O)c1ccccc1)c1ccccc1 (stereo not drawn)	3	-2	i	0	-4	-6	-2	-3.2	2	51*
COCCNC(=O)CN1c2ccccc2CC1C (stereo not drawn)	-2	2	i	-3	3	-11	0	0.2	1	-6
Cc1cccc(NC(=O)CSc2nccn2Cc2ccco2)c1	7	1	i	-4	-9	-4	-3	1.1	1	6
CCc1ccc(S(=O)(=O)NCCc2cn3ccccc3n2)s1	-1	-2	i	-5	-2	4	0	-0.5	3	-3
CCOC(=O)c1ccccc1NC(=O)Cc1ccc(S(=O)(=O)N2CCCC2)s1	-7	1	i	-1	7	-8	-5	0.6	-4	-15
Cc1cc(OC(C)C(=O)N/N=C/CC(C)c2ccccc2)ccc1Cl (stereo not drawn)	3	-6	i	1	4	12	-3	2.1	0	-5
O=C(Nc1ccc2c(c1)OCCO2)C1CCCN(c2ncccn2)C1 (stereo not drawn)	4	-3	i	3	13	16	-2	-1.3	0	3
Cc1cccc(NC(=O)CSc2nc3nc(C)cc(C)n3n2)c1	1	-2	i	-11	16	3	6	-0.5	0	-5
COc1ccccc1NS(=O)(=O)c1cccc(NC(=O)Nc2ccc(Cl)cc2)c1	-19	-2	i	-6	1	3	-2	4.1	-1	-18
COCC(C)N1CCC(n2nccc2NC(=O)c2ccccc2Cl)CC1 (stereo not drawn)	1	1	i	0	15	-4	5	-0.2	3	0
CC(C)(C)C(C(=O)O)N1CCS(=O)(=O)CC1 (stereo not drawn)	0	0	i	-1	0	3	-1	-0.6	2	-5
O=C(N/C=C/c1ccccc1)Nc1ccc(Cl)cc1	-6	1	i	-2	0	-7	-1	-0.5	2	-7
CCN1CCN(C(=S)Nc2ccsc2C(=O)OC)CC1	1	1	i	-2	1	-4	0	-1.1	1	-5
Nc1ccccc1C(=O)N1CCC(O)(c2ccc(Cl)cc2)CC1	5	0	i	-6	-4	8	5	-2.2	-2	-9
O=C(NC(=S)NNS(=O)(=O)c1ccc(Cl)cc1)c1cccnc1	0	-1	i	-1	0	0	4	0.7	-4	1
O=C(Oc1c(-c2ccccc2)c(=O)n2c3c(cccc13)CC2)c1ccc(Cl)cc1	6	0	i	-2	2	-8	4	3.2	7	-20
CCOc1ccc(N2CC(C(=O)NCCN3C(=O)S/C(=C\c4cccnc4)C3=O)CC2=O)cc1 (stereo not drawn)	-3	2	i	3	-12	-14	-21	-0.9	16	0
CN(c1ccccc1)S(=O)(=O)c1ccc2[nH]c(=O)[nH]c2c1	-1	1	i	5	-4	2	1	-0.7	0	-2

Fetched by structure from above (2):
SMILES	DNMT1 inh	STEP inh	Rpn11 inh	NadD block	SKN-1 block	NRP1-CendR mod	SUMO1 PPI mod	LMPTP inh	MT1-MMP act inh	Scp-1 inhibitor
O=C(NC(=S)NNS(=O)(=O)c1ccc(Cl)cc1)c1cccnc1	0	-1	i	-1	0	0	4	0.7	-4	1
CCc1nnc(NC(=O)CSc2nnc(-c3cc4ccccc4cc3O)n2CCOC)s1	2	1	i	11	10	3	0	-1.0	1	-5
